# Assay outcomes (PubChem)
# eIF4E-4G inh: inhibitors of eIF4E and eIF4G interaction in translation initiation; P63073+Q04637; TR-FRET eIF4E-eIF4GI(517-606) binding, 2 h; inhibition, % at 21.7 µM; 220,000 tested, 0.37% active; AID 782;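 active = inhibition above about 30%, limit read from the data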;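 also: 0% = full FRET control wells and 100% = background wells lacking eIF4GI fragment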
# EP2 modulator: EP2 receptor (human) modulation; EP2-expressing cells, cAMP HTRF FRET, PGE2 co-stimulation; induction, % at 25 µM; 260,000 tested, 0.83% active; AID 940;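 active = compounds whose cAMP rise, as percent of the full-agonist control response, exceeds 60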;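 also: rat C6 glioma line stably carrying human EP2 under a CMV promoter; the protocol text gives 20 µM as final concentration; 100% = response of wells given 1 µM PGE2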
# PGE2 EP2 inh: EP2 receptor (human) inhibition. C6 glioma cells expressing human EP2, cAMP TR-FRET; cells stimulated with saturating PGE2. inhibition, % at 25 µM. 260,000 tested, 0.52% active. AID 1422;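 active = percent inhibition above 40 after rounding to a whole number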;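 also: rat C6 glioma host cells with rolipram phosphodiesterase inhibitor present; the protocol text gives 20 µM as final concentration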
# * hit, by the source's call; . = no result given; & = joins results of further samples. The list is partial (hit frequency here may not be typical).
SMILES,eIF4E-4G inh,EP2 modulator,PGE2 EP2 inh
NCCc1ccc(S(=O)(=O)O)cc1[N+](=O)[O-],.,16,8
COC(=O)C1=C(C)OC(N)=C(C#N)C12C(=O)Nc1ccc(F)cc12 (configuration not stated),.,-9,9
C[C@@H]1O[C@@H](O[C@H]2C[C@@H](O)[C@]3(CO)[C@@H]4C(CC[C@]3(O)C2)[C@@]2(O)CC[C@H](C3COC(=O)C3)[C@@]2(C)C[C@H]4O)[C@H](O)[C@H](O)[C@H]1O (some centres not stated),.,19,12
O=C(Cc1ccc(F)cc1)N1CCN(Cc2ccc3c(c2)OCO3)CC1,.,-69,8
C[C@@H]1O[C@H](O[C@H]2C[C@@H](O)[C@]3(CO)[C@@H]4[C@@H](O)C[C@]5(C)[C@@H](C6=CC(=O)OC6)CC[C@@]5(O)[C@H]4CC[C@@]3(O)C2)[C@@H](O)[C@H](O)[C@H]1O,.,14,42*
CCOC(=O)C1C(C)C2C(=O)C=CCC2N1C (configuration not stated),.,54,7
CCn1cnc2c(Nc3cccc(Cl)c3)nc(N[C@@H]3CCCC[C@@H]3N)nc21,.,-36,15
O=C1/C(=C\c2ccc(Cl)cc2)N2CCC1CC2,.,-110,17
COc1cc2c(cc1OC)[C@@]13CCN4C=C5CCO[C@H]6CC(=O)N2[C@H]1[C@H]6[C@H]5C[C@H]43,.,-9,53*
COc1ccccc1/C=C/CN1C2CCC1CC(O)(c1ccccc1F)C2 (configuration not stated),.,-60,6
CC(C)=CCCC1(C)C=Cc2c(O)c3c(c(CC=C(C)C)c2O1)OC12C(=CC4CC1C(C)(C)OC2(C/C=C(/C)C(=O)O)C4O)C3=O (configuration not stated),.,30,10
CC(=O)NCCc1c[nH]c2ccccc12,.,4,10
Cc1sc2ccccc2c1CC1=NCCN1,.,2,8
CC(=O)O/C(=C1\C[C@@H]2[C@H]3CC=C4C[C@@H](OC(C)=O)CC[C@]4(C)[C@@H]3CC[C@@]2(C)C1=O)C(F)(F)F,.,39,47*
O=P1(Oc2ccccc2)C[C@@H](O)[C@@H](O)[C@H](COCc2ccccc2)O1 (some centres not stated),1,5,19
C=C1C(=O)O[C@@H]2C[C@@H](C)[C@H]3C=CC(=O)[C@]3(O)C[C@@H]12,-2,-25,13
CN1OCC2Cn3c(nc4ccccc43)C21 (configuration not stated),-1,11,12
CCC(C)C1NC(=O)C(C(C)=O)=C1O (configuration not stated),-15,25,12
O=P1(Oc2ccccc2)CC=C[C@H](COCc2ccccc2)O1 (some centres not stated),-4,-19,11
CC[N+](CC)(CC)CC,-17,15&15,21&4
Cc1ccc(C)c(NC(=O)CSc2nnc([C@@H](N)Cc3c[nH]c4ccccc34)o2)c1,-2,-8,5

# Five entries from above, with values under each structure.
# Results follow in this order: eIF4E-4G inh, EP2 modulator, PGE2 EP2 inh
> C[C@@H]1O[C@@H](O[C@H]2C[C@@H](O)[C@]3(CO)[C@@H]4C(CC[C@]3(O)C2)[C@@]2(O)CC[C@H](C3COC(=O)C3)[C@@]2(C)C[C@H]4O)[C@H](O)[C@H](O)[C@H]1O (some centres not stated)
→ ., 19, 12
> O=C(Cc1ccc(F)cc1)N1CCN(Cc2ccc3c(c2)OCO3)CC1
→ ., -69, 8
> C[C@@H]1O[C@H](O[C@H]2C[C@@H](O)[C@]3(CO)[C@@H]4[C@@H](O)C[C@]5(C)[C@@H](C6=CC(=O)OC6)CC[C@@]5(O)[C@H]4CC[C@@]3(O)C2)[C@@H](O)[C@H](O)[C@H]1O
→ ., 14, 42*
> CCOC(=O)C1C(C)C2C(=O)C=CCC2N1C (configuration not stated)
→ ., 54, 7
> CCn1cnc2c(Nc3cccc(Cl)c3)nc(N[C@@H]3CCCC[C@@H]3N)nc21
→ ., -36, 15

# 3 entries from above, arranged by SMILES length, largest number first:
SMILES,eIF4E-4G inh,EP2 modulator,PGE2 EP2 inh
O=P1(Oc2ccccc2)C[C@@H](O)[C@@H](O)[C@H](COCc2ccccc2)O1 (some centres not stated),1,5,19
COc1ccccc1/C=C/CN1C2CCC1CC(O)(c1ccccc1F)C2 (configuration not stated),.,-60,6
CC(=O)NCCc1c[nH]c2ccccc12,.,4,10

# Part of the list above, field by field:
> CCC(C)C1NC(=O)C(C(C)=O)=C1O (configuration not stated)
- eIF4E-4G inh = -15
- EP2 modulator = 25
- PGE2 EP2 inh = 12
> O=C(Cc1ccc(F)cc1)N1CCN(Cc2ccc3c(c2)OCO3)CC1
- eIF4E-4G inh = .
- EP2 modulator = -69
- PGE2 EP2 inh = 8
